Assay outcomes as filed in PubChem BioAssay.
PI4K2A inh – PI4K2A (human) kinase inhibition. 420,000 compounds, 0.13% hits. AID 1346378. purified PI4K2A, ADP-Glo luminescence, 1 h; active compounds read low. activity change, negative = inhibition, % at 76.9 µM. Q9BTU6; in the data active means activity change below about -50%; inconclusive means mostly about -30% to -49%;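 further: -100% = wells without enzyme as full effect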
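Compounds are screened against recombinant PI4K2A using PI as substrate and ATP, the latter dispensed at 300 microM. Reactions run one hour at ambient temperature before ADP-Glo detection; full inhibition defined by wells lacking enzyme.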
RGS4 inhibitor – blocks human RGS4-accelerated GTP hydrolysis; P49798; 390,000 compounds, 0.039% hits; Transcreener GDP fluorescence polarization, RGS4-accelerated GTP hydrolysis; Potency, µM (titrated, usually from 114 µM), without a hit: top-dose activity change, negative = inhibition, most hits filed as inhibitors; further: potency means the concentration at half of the fitted maximal effect; on the % scale 0 is the no-effect control and ±100 the full control effect; nearly all actives have a fitted effect of over 75% in size; some results filed as inactive show a strong effect at the top dose
Target sequence (P49798 whole entry, looked up): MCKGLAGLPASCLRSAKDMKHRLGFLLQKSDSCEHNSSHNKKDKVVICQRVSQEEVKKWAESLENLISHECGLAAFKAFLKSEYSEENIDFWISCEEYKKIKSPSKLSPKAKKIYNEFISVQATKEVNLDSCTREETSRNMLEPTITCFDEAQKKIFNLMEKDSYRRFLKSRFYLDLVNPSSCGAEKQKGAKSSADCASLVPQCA
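MLSMR compounds (23 nl, pin-transferred) preincubated 10 min at room temperature with a 500nM (2x) first reagent, then RGS4 at 900nM (2x) plus Transcreener GDP mix added; fluorescence polarization (620/688 nm) read before and after 90 min at 30 °C.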
12-LOX inh – inhibitors of human 12S-lipoxygenase ALOX12 | P18054 | purified 12hLO, xylenol orange hydroperoxide absorbance | Potency, µM (doses to about 108 µM), without a hit: at the top dose activity change, negative = inhibition, hits mostly inhibitors | 580,000 compounds, 1.1% hits | AID 1671190; further: potency means the concentration at half of the fitted maximal effect; on the % scale 0 is the no-effect control and ±100 the full control effect
Target sequence (P18054 whole entry, looked up): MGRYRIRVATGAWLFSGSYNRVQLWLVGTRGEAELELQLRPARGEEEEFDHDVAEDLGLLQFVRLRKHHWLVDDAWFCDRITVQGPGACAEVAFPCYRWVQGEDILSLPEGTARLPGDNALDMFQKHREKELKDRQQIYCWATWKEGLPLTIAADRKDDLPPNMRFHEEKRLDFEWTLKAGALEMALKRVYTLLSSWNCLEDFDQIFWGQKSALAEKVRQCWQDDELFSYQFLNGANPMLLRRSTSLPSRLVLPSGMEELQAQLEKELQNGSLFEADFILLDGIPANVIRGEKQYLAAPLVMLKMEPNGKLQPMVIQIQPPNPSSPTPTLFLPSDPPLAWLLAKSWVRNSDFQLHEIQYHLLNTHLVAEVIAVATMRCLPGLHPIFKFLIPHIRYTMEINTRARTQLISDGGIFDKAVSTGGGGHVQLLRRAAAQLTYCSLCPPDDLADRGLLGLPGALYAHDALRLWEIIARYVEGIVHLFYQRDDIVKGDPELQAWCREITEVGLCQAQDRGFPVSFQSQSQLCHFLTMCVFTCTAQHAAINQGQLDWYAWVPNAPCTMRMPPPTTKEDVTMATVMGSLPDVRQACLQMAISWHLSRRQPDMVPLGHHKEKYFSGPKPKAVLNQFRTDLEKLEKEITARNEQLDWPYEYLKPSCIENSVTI
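Purified human 12hLO (150 nM final) in 25 mM Hepes, 0.01% Triton X-100, pH 7.0 was preincubated 15 min at room temperature with compound. Then 40 uM arachidonic acid was added, 30 min. Hydroperoxide was read by Fe-XO absorbance ratio 573/405 nm.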
ERG-DNA inh – inhibitors of human ERG Ets domain-DNA interaction; fluorescence polarization, His-ERG Ets domain / labelled DNA; Potency, µM (highest dose often 76.9 µM), for inactives: at the top dose FP activity, negative = inhibition, most hits filed as inhibitors; 370,000 compounds, 0.028% hits; active means well fitted inhibition curve with a large enough effect in the polarisation, with a control signal flat; inconclusive means small, poorly fitted or top-dose-only effect, or effect the other way, or a change in a side signal; inactive means no such curve, though single readings can be large or run the other way; the % refers to the polarisation;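 further: polarization taken with two DNA probes labelled with fluorescein and Texas red; potency means the concentration at half of the fitted maximal effect; % of control where 0% means no effect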
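His-tagged ERG Ets domain (1 uM in the protein solution; 300mM KCl, 50mM Tris-HCl, 1mM EDTA, 1mM DTT, pH 7.5) received compound, then a probe mix of 5 nM fluorescein-DNA and 100nM Texas-615-DNA. Fluorescence polarization was read for both dyes.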
HP1b binding inh – inhibitors of HP1-beta chromodomain binding to methylated histone tails; 390,000 compounds, 0.56% hits; AlphaScreen HP1-beta / biotin-H3K9me3 peptide binding; Potency, µM (doses to about 114 µM), inactives show at the highest dose activity change, negative = inhibition, most hits filed as inhibitors; P83916; AID 540317; further: potency means the concentration at half of the fitted maximal effect; nearly all actives have a fitted effect of over 70% in size; inactives centre near 23
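HP1-beta protein (50 nM final) preincubated 30 min at room temperature with biotinylated H3(1-18)K9me3 peptide (50 nM) in PBS pH 7.4, 0.01% Tween-20, then compound added for 30 min. AlphaScreen streptavidin donor/nickel chelate acceptor beads (10 ug/mL final), 30 min dark, luminescence read.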
GLS inhibitor – glutaminase GLS (human) inhibition; 410,000 compounds, 0.21% hits; Potency, µM (titrated, usually from 45.5 µM), inactives show top-dose activity change, negative = inhibition, hits mostly inhibitors; O94925; GLS enzymatic activity, qHTS titration; further: potency means the concentration at half of the fitted maximal effect; on the % scale 0 is the no-effect control and ±100 the full control effect
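Assay buffer: 45 mM KH2PO4 pH 8.2, 0.02% Tween-20. hKGA acts on L-glutamine (1 mM solution added); product glutamate is reported by an oxidase/peroxidase Amplex Red coupling, with fluorescence taken at baseline and 30 min.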
G9a block – inhibitors of human histone lysine methyltransferase G9a; Q96KQ7; G9a H3K9 monomethylation, AlphaScreen, 2 h; Potency, µM (titrated, usually from 102 µM), for the others: at the top dose activity, negative = inhibition, most hits filed as inhibitors; 350,000 compounds, 8.8% hits; further: potency means the concentration at half of the fitted maximal effect; on the % scale 0 is the no-effect control and ±100 the full control effect; nearly all actives have a fitted effect of over 75% in size
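G9a (20 nM) was preincubated 15 min with compound, then reacted 2 h at room temperature with 500 nM biotin-H3K9 peptide and 20 µM SAM. Monomethyl-H3K9 detected by AlphaScreen using anti-H3K9me1 antibody.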
BAZ2B block – blocks human BAZ2B | AID 504333 | Potency, µM (series often up to 114 µM), for inactives: at the highest dose activity change, negative = inhibition, most hits filed as inhibitors | 360,000 compounds, 4.4% hits | Q9UIF8 | AlphaScreen BAZ2B-H3K14Ac peptide displacement; further: potency means the concentration at half of the fitted maximal effect; on the % scale 0 is the no-effect control and ±100 the full control effect; nearly all actives have a fitted effect of over 60% in size
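AlphaScreen displacement: compounds (up to 110uM) incubated 30 min at room temperature with a preformed 50 nM BAZ2B/50 nM biotinylated H3K14Ac peptide complex in PBS pH 7.4 with Tween-20. Donor and acceptor beads at 10 ug/mL final added, 20 min light-protected before reading.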
JMJD2A Tudor inh – blocks the human JMJD2A Tudor domain; O75164; AlphaScreen JMJD2A-Tudor / H3K4me3 peptide binding; Potency, µM (series often up to 114 µM), without a hit: top-dose activity change, negative = inhibition, actives largely listed as inhibitors; 390,000 compounds, 4.4% hits; further: potency means the concentration at half of the fitted maximal effect; on the % scale 0 is the no-effect control and ±100 the full control effect; nearly all actives have a fitted effect of over 50% in size
Numbers without * were called inactive; ? = inconclusive; . = no result given; & = joins results of further samples; ! = not confirmed by another sample; [ ] = another dose, or the depositor's remark. Unless noted, the call rests on the fitted dose curve; in most records, active means well fitted curve in the direction sought with a large enough effect; inconclusive means small, poorly fitted or top-dose-only effect, or another doubt; inactive means no such curve, though single readings can be large; an effect the other way counts as inactive or inconclusive.

SMILES | PI4K2A inh | RGS4 inhibitor | 12-LOX inh | ERG-DNA inh | HP1b binding inh | GLS inhibitor | G9a block | BAZ2B block | JMJD2A Tudor inh
O=C(Cn1cnc2c(cnn2-c2ccccc2)c1=O)NC1CCCC1 | 0 | -15% | 25%[57.4 µM] | -3% | 36%[activator] | 0% | -18% | 10% | 4%
NS(=O)(=O)c1ccc(CCNC(=O)C2CCN(S(=O)(=O)c3ccc(Br)s3)CC2)cc1 | -1 | 5% | ? | 0% | 28% | 7% | 4% | -9% | -9%
COc1ccc(C(=O)NCCSc2ccccn2)cc1 | 4 | -45% | -28% | 4% | 4% | -1% | 13%[12.7 µM] | 1% | -20%
O=c1c2ccccc2nc(CSc2nnnn2-c2ccccc2)n1-c1ccccc1Cl | 0 | 19% | 10% | 4% | 32% | -3% | 4%[59 µM] | -5% | 6%
Cc1ccc(/C=C/C(=O)N(Cc2cccs2)C2CCS(=O)(=O)C2)cc1 (configuration not stated) | 2 | -2% | 30% | -7% | 27% | 4% | 0% | -8% | 1%
C/C(=N\NC(=O)CCn1nnc2ccccc21)c1cccs1 | 117 | 25% | 0% | 1% | 26% | 7% | 22% | 3% | -6%
CCOC(=O)N1CCN(CCC(=O)Nc2cc(C)ccc2C)CC1 | 4&2 | 7%&26% | 0%&-37% | 1%&1% | ? | -1%&-6% | 50µM*! | -10%&-1% | 2%&-1%
Cc1cc(F)ccc1NC(=O)Nc1ccc2c(c1)OCO2 | 0 | 12% | 7% | 2% | 56%[activator] | -2% | . | -1% | -9%
O=C(NC(=S)NC12CC3CC(CC(C3)C1)C2)c1ccc(F)cc1 | 0 | 6% | 22µM* | 2% | ? | 3% | . | . | -33%
COC(=O)c1ccc2c(=O)[nH]c(COC(=O)c3[nH]c(C)c(C(C)=O)c3C)nc2c1 | 7 | 0% | -16% | 0% | -26% | 0% | . | . | -29%
COc1ccc(-c2cn3cccnc3n2)cc1NC(=O)C(C)Oc1ccccc1 (configuration not stated) | 4 | 0%[11.4 µM] | 0% | -1% | 47%[activator] | 9% | ? | ? | -29%
Cc1c(NC(=O)COC(=O)C(c2ccc(Cl)cc2)C(C)C)c(=O)n(-c2ccccc2)n1C (configuration not stated) | 8 | -10% | -29% | 4% | 26% | 1% | 0%[12.7 µM] | 5% | 2%
NC(=O)CSc1nnc(-c2ccccn2)n1N | -1 | 7% | ? | 10% | 30%[activator] | -1% | -7% | 22µM* | 71µM*
CCOc1cccc(C2C(C(=O)c3ccco3)=C(O)C(=O)N2c2nnc(C)s2)c1 (configuration not stated) | 4 | 1% | ? | 12% | 33% | -5% | ? | ? | ?
Cc1cc(C(=O)N=Nc2c(O)n(C(C)C)c3ccccc23)n[nH]1 | -7 | -2% | -2% | -14% | 30% | 3% | 23% | 1% | 5%
CS(=O)(=O)CC(=O)Nc1ccc2nc3n(c(=O)c2c1)CCCCC3 | 0 | -3% | 13% | -11% | 9% | -13% | 35% | 14% | -18%
Cc1ccc(C(=O)N2C(=O)C(c3ccccc3)Oc3ccccc32)cc1 (configuration not stated) | 1 | -3% | ? | -2% | 118%[activator] | -13% | 218%[activator] | 25% | 42%[activator]
CCOC(=O)Cc1ncccc1C(=O)Nc1ccc(Oc2ccccc2)cc1 | -6 | -4% | -3% | 8% | 21% | 16% | -39% | ? | -32%
Cc1cc2n(n1)CCCN2C(=O)Nc1cccc(C)c1C | 2 | 3% | -8% | 2% | 11% | 7% | -19%[59 µM] | 5%[57.1 µM] | -10%
COc1ccc(C(=O)C(=NNc2ccccc2)c2ccc(OC)cc2)cc1 | 0 | 7% | -4% | 23% | ? | 6% | . | . | 45µM*
COc1cccc(NC(=O)Cn2nnc(-c3ccccc3N)n2)c1 | 3 | 2% | -10% | . | 18% | 0% | -7% | -7% | -17%
Cc1csc(NC(=O)CCCNC(=O)c2ccc(Cl)cc2)n1 | -4 | -1% | 10% | 2% | 25% | 1% | -5%[12.7 µM] | -1% | -16%
COc1ccc(-c2nc3c(-c4ccc(Cl)cc4)cnn3cc2C)cc1F | -1 | -9% | -6% | 10% | 23% | -6% | 30% | -8% | 11%
CCOC(=O)c1c(NC(=O)c2cc3nc(-c4ccccc4)cc(C(F)(F)F)n3n2)sc2c1CCC(C)C2 (configuration not stated) | 2 | 15% | ? | 1% | 26% | -21% | 11%[59 µM] | 3% | -10%
OC(CN1C2=NCCCN2c2ccccc21)c1ccc(Br)cc1 (configuration not stated) | -11 | -16% | 0% | -12% | 21% | -5% | -21%[59 µM] | -16% | -13%

Three compounds already listed, arranged by length of the SMILES, highest first.
SMILES | PI4K2A inh | RGS4 inhibitor | 12-LOX inh | ERG-DNA inh | HP1b binding inh | GLS inhibitor | G9a block | BAZ2B block | JMJD2A Tudor inh
COC(=O)c1ccc2c(=O)[nH]c(COC(=O)c3[nH]c(C)c(C(C)=O)c3C)nc2c1 | 7 | 0% | -16% | 0% | -26% | 0% | . | . | -29%
COc1cccc(NC(=O)Cn2nnc(-c3ccccc3N)n2)c1 | 3 | 2% | -10% | . | 18% | 0% | -7% | -7% | -17%
NC(=O)CSc1nnc(-c2ccccn2)n1N | -1 | 7% | ? | 10% | 30%[activator] | -1% | -7% | 22µM* | 71µM*

Further structures follow:
SMILES | PI4K2A inh | RGS4 inhibitor | 12-LOX inh | ERG-DNA inh | HP1b binding inh | GLS inhibitor | G9a block | BAZ2B block | JMJD2A Tudor inh
C=C(C)C1Cc2c(C)nn(-c3cccc4ccccc34)c2C1 (configuration not stated) | 1 | -18% | ? | 14% | 98%[activator] | 8% | 16% | 54%[activator] | 31%
Cc1ccc(C(=O)CC2SC(N)=NC2=O)cc1 (configuration not stated) | 1 | 0% | 18% | . | 11% | 3% | 4%[59 µM] | -1% | -14%
Cc1c(NC(=O)C(C)OC(=O)c2cc3c4ccccc4n(C)c3s2)c(=O)n(-c2ccccc2)n1C (configuration not stated) | -17 | -8%[11.4 µM] | ? | 0% | -22% | -15% | ? | -31% | -6%[11.4 µM]
COc1cccc(CCNC(=O)c2cccc(NC(=O)C3=C(C)OCCS3)c2)c1 | 6 | ? | -1% | -5% | 56%[activator] | 2% | 9%[59 µM] | ? | 15%
O=c1cc(O)nc(SCc2ccc(Cl)cc2)[nH]1 | 0 | -4% | 0% | -1% | 25% | 20% | 3% | 4% | -18%
COc1cc(C(=O)NCc2nnc(SCC(=O)NCc3ccccc3)o2)cc(OC)c1OC | -2 | 36% | -3% | 1% | 10% | 9% | 16% | 11% | 3%
CCOc1ccc(NC(C)c2cc(Cl)ccc2O)cc1 (configuration not stated) | 6 | -12% | -2% | 2% | ? | 13% | 40µM* | 35µM* | ?
Cc1cccc(C)c1NC(=O)Nc1ccc2c(c1)OCO2 | 0 | 13% | -1% | -3% | 9% | 2% | -40% | . | -12%
O=C(COC(=O)CN1C(=O)C2CCCCC2C1=O)NCc1ccc(Cl)cc1Cl (configuration not stated) | 5 | -3% | 7% | 2% | 32% | 0% | 9%[59 µM] | 6% | -11%
O=C(Nc1nccs1)c1ccc(-c2ccc([N+](=O)[O-])cc2)o1 | -4 | ? | 4% | -4% | 46%[activator] | 1% | . | ? | -33%
O=C1NCCOC(=O)[C@H](Cc2ccc(F)cc2)C/C=C\C[C@H]1CC(=O)N(CCO)Cc1ccccc1 | -2 | 1% | 0% | -3% | 36% | -2% | . | . | -2%
CCOC(=O)C1CCCN(S(=O)(=O)c2ccc3c(c2)CCCN3C(C)=O)C1 (configuration not stated) | -1 | 17% | 2% | 3% | 19%[57 µM] | 12% | 20%[59 µM] | 5% | -4%

Two entries from above, reformatted.
Compound	PI4K2A inh	RGS4 inhibitor	12-LOX inh	ERG-DNA inh	HP1b binding inh	GLS inhibitor	G9a block	BAZ2B block	JMJD2A Tudor inh
O=C(COC(=O)CN1C(=O)C2CCCCC2C1=O)NCc1ccc(Cl)cc1Cl (configuration not stated)	5	-3%	7%	2%	32%	0%	9%[59 µM]	6%	-11%
O=C(Nc1nccs1)c1ccc(-c2ccc([N+](=O)[O-])cc2)o1	-4	?	4%	-4%	46%[activator]	1%	.	?	-33%

An excerpt; the hit share may differ from the screen's.
